APJ ag – agonists of human apelin receptor APJ, primary screen, CHO-K1 cells, PathHunter beta-arrestin, luminescence | 0% DMSO wells, 100% apelin | activation, % at 20 µM | 330,000 tested, 0.11% active;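 active = activation more than six SD over the plate average, tested at 20 µM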;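 also: 0% = DMSO alone and 100% = apelin-13 at 10 nM; some results filed as inactive read as strong as hits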
Target sequence (P35414 whole entry, looked up): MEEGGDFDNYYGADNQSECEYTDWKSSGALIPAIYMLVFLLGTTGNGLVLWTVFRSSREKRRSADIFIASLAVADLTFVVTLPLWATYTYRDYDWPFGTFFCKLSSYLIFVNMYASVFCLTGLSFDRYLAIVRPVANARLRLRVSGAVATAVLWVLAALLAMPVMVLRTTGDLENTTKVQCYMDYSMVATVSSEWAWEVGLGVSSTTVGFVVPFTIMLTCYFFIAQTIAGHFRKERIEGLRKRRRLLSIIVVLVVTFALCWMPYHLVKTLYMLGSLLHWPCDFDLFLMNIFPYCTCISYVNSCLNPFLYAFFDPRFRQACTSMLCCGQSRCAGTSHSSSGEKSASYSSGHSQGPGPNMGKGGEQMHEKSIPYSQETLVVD
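Test system: CHO-K1 APJ beta-arrestin complementation cell line | Compound: Single test compound dose, 20 µM final, 1% DMSO | Incubation: Compound 90 min 25 °C, reagent 1 h | Measured by: beta-gal luminescence | Read-out basis: APJ–arrestin association signal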
APJ antag – antagonists of human apelin receptor APJ, primary screen, CHO-K1 cells, beta-arrestin complementation, luminescence; inhibition, % at 20 µM; 330,000 tested, 0.32% active; AID 2521, 2010;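 active = inhibition above about 40% at 20 µM, limit read from the data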;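 also: cells challenged with 10 nM apelin-13 agonist together with compound; plate controls were apelin-13 plus DMSO wells for no effect and DMSO wells lacking apelin-13 for full effect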
ATG4B inhibitor – ATG4B protease inhibitors, primary screen, biochemical, fluorescence, uHTS. ATG4B cleavage of LC3-PLA2, NBD-HPC fluorescence, 1 h. inhibition, % at 8.33 µM. 340,000 tested, 0.51% active; in the data active = inhibition above about 40%
Gli-Sufu antag – Gli-Sufu pathway antagonists, primary screen, luciferase luminescence, Sufu-KO-LIGHT cells, uHTS | inhibition, % at 5 µM | Sufu-KO-LIGHT fibroblasts, Gli luciferase reporter luminescence | AID 588413, 2011 | 340,000 tested, 0.74% active;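 active = inhibition above about 55%, limit read from the data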;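 also: 0% = DMSO-treated cells and 100% = wells with medium but no cells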
UBC13 polyUb – UBC13 polyubiquitin chain formation inhibitors, primary screen, biochemical, TR-FRET, uHTS; inhibition, % at 20 µM; AID 485273, 2010; Ubiquitin-conjugating enzyme E2 N (Homo sapiens), P61088; 330,000 tested, 0.47% active; in the data active = inhibition above about 45%, passing the limit was not always enough
Target sequence (P61088 whole entry, looked up): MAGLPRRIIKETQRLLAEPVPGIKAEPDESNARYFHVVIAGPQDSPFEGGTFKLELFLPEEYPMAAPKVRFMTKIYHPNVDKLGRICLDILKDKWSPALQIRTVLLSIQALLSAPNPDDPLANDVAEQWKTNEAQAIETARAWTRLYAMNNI
CXCR6 block – CXCR6 receptor inhibitors, primary screen, cell-based, beta-arrestin, luminescence, CHO-K1 PathHunter, 1536-well; C-X-C chemokine receptor type 6 (Homo sapiens), O00574; 360,000 tested, 0.36% active; inhibition, % at 20 µM; AID 602244, 2012; in the data active = inhibition above about 34%, passing the limit was not always enough;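 also: antagonist mode with CXCL16 agonist at 10 nM final; 0% = 10 nM CXCL16 with DMSO and 100% = unstimulated wells without agonist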
EBI2 block – EBI2 receptor antagonists, beta-arrestin recruitment, primary screen, cell-based, luminescence, 7a,25-OHC stimulation, uHTS; G-protein coupled receptor 183 (Homo sapiens), P32249; 7a,25-OHC stimulated; inhibition, % at 5 µM; 360,000 tested, 0.81% active; in the data active = inhibition above about 38%;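 also: enzyme fragment complementation signal reports receptor beta-arrestin coupling in cells; 0% = agonist plus DMSO wells and 100% = wells without agonist; some results beyond the cut were filed as inactive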
CCR6 antagonist – CCR6 receptor antagonists, primary screen, cell-based, CHO-K1, luminescence, beta-arrestin, uHTS. inhibition, % at 20 µM. CHO-K1 CCR6 PathHunter beta-arrestin, CCL20-stimulated. 340,000 tested, 0.49% active. C-C chemokine receptor type 6 (Homo sapiens), P51684;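 active = compounds whose inhibition of the agonist-driven luminescence signal at 20 µM reaches about 50%, limit read from the data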;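 also: cells stimulated with CCL20 at 14 nM final; plate controls were DMSO with CCL20 for no effect and DMSO without agonist for full effect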
Target sequence (P51684 whole entry, looked up): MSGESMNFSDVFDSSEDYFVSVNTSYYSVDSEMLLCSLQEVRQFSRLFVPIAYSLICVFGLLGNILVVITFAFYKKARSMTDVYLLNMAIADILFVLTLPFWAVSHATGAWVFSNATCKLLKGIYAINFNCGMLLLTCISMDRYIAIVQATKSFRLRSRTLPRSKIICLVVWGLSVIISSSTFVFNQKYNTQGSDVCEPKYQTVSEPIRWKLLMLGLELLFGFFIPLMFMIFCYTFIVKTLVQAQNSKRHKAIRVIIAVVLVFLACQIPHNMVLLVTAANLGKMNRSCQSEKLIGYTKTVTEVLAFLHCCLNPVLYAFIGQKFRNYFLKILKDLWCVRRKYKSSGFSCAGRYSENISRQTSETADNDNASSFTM
* marks the source's active call; other numbers are inactive results; . = not tested or not shown.

| SMILES | APJ antag | ATG4B inhibitor | Gli-Sufu antag | CCR6 antagonist | CXCR6 block | EBI2 block | UBC13 polyUb | APJ ag |
| --- | --- | --- | --- | --- | --- | --- | --- | --- |
| O=C(c1ccc(-c2ccccc2)cc1)N1CCN(c2ncccn2)CC1 | 0 | 3 | -4 | -10 | 2 | 49* | -2 | -7 |
| CCN1C(=O)c2cccc3c(S(=O)(=O)N(C(C)=O)c4ccc(OC(C)=O)cc4)ccc1c23 | -15 | -7 | 15 | 0 | -7 | 11 | 10 | 3 |
| Cn1c(=O)c2c(nc(N3CCc4ccccc4C3)n2C)n(C)c1=O | -3 | 2 | 0 | 8 | 2 | 3 | -6 | 0 |
| CCOC(=O)C(=O)Nc1nnc(C2CCCCC2)s1 | -6 | 3 | 1 | 1 | 5 | 4 | -18 | -3 |
| CC1CCC(NC(=O)Cn2c3c(c(-c4ccccc4Cl)cc2=O)CCC3)CC1 (configuration not stated) | 19 | 6 | 8 | 21 | 5 | 14 | -5 | -6 |
| CCN(CC)S(=O)(=O)c1ccc(NC(=O)Cn2cnc3ccccc3c2=O)cc1 | 11 | -13 | 0 | 6 | 6 | 2 | 7 | -2 |
| Cc1cc(C(=O)Cn2cncn2)c(C)n1CCc1ccc(F)cc1 | -6 | -6 | 4 | -9 | -9 | 1 | -2 | 0 |
| CCN1CCN(C(=O)c2ccc(N3CC4CC(C3)c3cccc(=O)n3C4)c(NC(=O)c3cc(OC)cc(OC)c3)c2)CC1 (configuration not stated) | 13 | 3 | -3 | -3 | 0 | -3 | -5 | -1 |
| CCOC(=O)CN1C(=O)COc2ccc(C(C)(C)C)cc21 | 4 | 2 | -17 | 5 | -2 | 14 | -3 | -1 |
| CCOc1cc(S(=O)(=O)Nc2ccc(Cl)cn2)ccc1F | 9 | 4 | 0 | -11 | -6 | -5 | -3 | -5 |
| NNC(=O)c1cc2cc(Oc3ccccc3)ccc2[nH]1 | -17 | -10 | 9 | -26 | -15 | 5 | 4 | 3 |
| Cc1cn(CC(=O)NCc2ccccn2)c(=O)[nH]c1=O | . | 2 | 7 | -2 | 3 | 3 | . | . |
| O=C(Cc1coc2cc(O)ccc12)N1CCN(S(=O)(=O)c2ccc(Br)cc2)CC1 | . | -21 | 1 | 6 | 8 | 21 | . | . |
| COc1ccc(-c2[nH]c(-c3cccc(OC)c3)nc2SCC(=O)NCc2ccco2)cc1 | 16 | -10 | 6 | 7 | 0 | 9 | 1 | 1 |
| Cc1ccnc(NC(=O)c2ccc(Cl)c([N+](=O)[O-])c2)c1 | -1 | 6 | -13 | 10 | -12 | -20 | -2 | -3 |
| CC(=O)Nc1ccc(S(=O)(=O)N2CCN(c3cc(C(F)(F)F)ccn3)CC2)cc1 | -8 | -14 | 6 | 3 | -21 | -9 | 6 | 6 |
| CC(C)CNC(=O)CC(=O)NN=C1CCCC1 | -2 | -5 | -8 | 1 | -1 | 1 | 8 | 2 |
| Cc1nc2c(cc(Oc3ccc(S(=O)(=O)N4CCOCC4)cn3)c3ccsc32)s1 | -12 | -29 | -29 | 2 | -19 | -2 | -8 | 13 |
| Cc1ccc(S(=O)(=O)N(C(=N)N)c2nc(N(C)C)nc(N(C)C)n2)cc1 | 21 | . | . | . | 2 | -4 | 4 | -1 |
| COc1cc(C(=O)Nc2c(C)cc(C)cc2C)c(-n2cnnn2)cc1OC | 9 | 5 | 0 | -1 | -1 | -3 | -4 | -3 |
| CCCSc1ccc([C@H]2N[C@@](C)(C(=O)OC)[C@H]3C(=O)N(C)C(=O)[C@@H]23)cc1 | -1 | -4 | 3 | 4 | -10 | -12 | -4 | 0 |
| C/C=C/c1ccccc1OCc1ccc(C(=O)OC)o1 | 16 | 4 | 2 | -2 | 3 | 4 | 1 | -2 |
| C/C(CC(=O)NC1CCCCC1)=N\NC(=O)Cc1ccc(-c2ccccc2)cc1 | 8 | -12 | -12 | 8 | 6 | -10 | 0 | -1 |
| CCCCc1ccc(NC2=NCC(=O)N2CCc2ccccc2)cc1 | -14 | 4 | 7 | 8 | -10 | 5 | 14 | -2 |
| COc1ccc([C@H]2CC(=O)C=C(c3cc(Cl)ccc3C)C2)cc1 | 2 | 5 | -3 | 16 | 7 | 10 | 7 | -5 |
| O=C1CCCN1CCCNCC(=O)N1c2ccccc2Sc2ccccc21 | 1 | -9 | -11 | 0 | -3 | -3 | -2 | -4 |
| C/C(=N\NC(=O)CC(C)C)c1ccc(N2CCCCC2)cc1 | 3 | -5 | -16 | 5 | -4 | -12 | -5 | 4 |
| COc1ccc(OC)c(N2C(=O)CC(Cc3ccc(C)cc3)C2=O)c1 (configuration not stated) | 7 | -2 | -5 | 19 | -2 | 7 | -1 | -2 |
| CCS(=O)(=O)N1CCC(C(=O)OCC(=O)c2ccc(Br)cc2)CC1 | 17 | -1 | -5 | 13 | -7 | -11 | -12 | -2 |
| CC1(C)Cc2c(sc(NC(=O)C(=O)N3CCOCC3)c2C#N)CO1 | -12 | -8 | -17 | -10 | 13 | 5 | -3 | -1 |
| COc1cccc(NC(=O)c2ccc3c(c2)C(=O)N(CC2CCCO2)C3=O)c1 (configuration not stated) | 1 | 3 | -12 | 1 | -3 | 60* | -13 | -2 |
| Cc1ccc(C(=O)C(=S)N2CCOCC2)cc1 | -16 | -9 | -13 | 5 | 2 | -4 | -13 | -3 |
| CCn1c(CNc2ccc(Cl)cc2)nnc1SCCN1CCCCC1 | 5 | -10 | 0 | 15 | 2 | -3 | 12 | -3 |
| O=C(CN1CCN(C(C(=O)Nc2ccc(F)cc2)c2ccccc2)CC1)NC1CC1 (configuration not stated) | 10 | -3 | -2 | 7 | -6 | -2 | 4 | -1 |
| N#Cc1c(N)nc2c(c1N)CC(C(F)(F)F)O2 (configuration not stated) | -10 | -1 | -2 | -6 | 7 | -8 | 6 | -5 |
| Cc1ccccc1Cn1cc(NC(=O)COc2ccccc2)cn1 | 13 | 10 | -7 | 4 | -6 | 12 | -1 | 0 |
| Cc1ccc(C)c(NC(=O)Cn2nnc(C(=O)NCc3ccco3)c2N)c1 | 2 | -5 | -1 | 7 | -1 | -6 | -12 | -6 |
| Cc1c(C(=O)CN2CCOCC2)[nH]c2ccccc12 | 19 | -17 | 29 | 23 | -2 | -1 | -7 | -3 |
| CCN(C[C@H]1N[C@@](C)(C(=O)OC)[C@H]2C(=O)N(Cc3ccccc3)C(=O)[C@@H]12)C(=O)c1ccccc1 | 3 | -8 | 8 | -4 | -2 | -1 | -8 | -2 |
| COc1ccc(-c2ccc(OC)c([C@H]3[C@@H]4C=CCC[C@@]4(C)C(=O)N3Cc3ccccc3)c2)cc1OC | -3 | 6 | 14 | 14 | 15 | 26 | -4 | 4 |
| CC(=O)Nc1ccc(N2S(=O)(=O)c3ccccc3S2(=O)=O)cc1 | -33 | -5 | -7 | -10 | -4 | -1 | -10 | 5 |
| CSc1nnc(-c2ccc(S(=O)(=O)N3CCCCC3)cc2)o1 | 5 | -8 | 8 | 8 | 0 | 4 | 4 | -2 |
| COCCn1cnc2c(c1=O)c1nc3ccccc3nc1n2/N=C/c1ccco1 | 15 | 4 | -5 | 4 | -1 | 0 | -14 | 3 |
| Cc1ccccc1Oc1nc2c(C)cccn2c(=O)c1/C=C(\C#N)C(=O)Nc1c(C)n(C)n(-c2ccccc2)c1=O | -15 | 53* | -2 | 13 | -1 | 65* | -3 | -1 |
| CC(C)c1ccc(C(C)NC(=O)C2CCCC2)cc1 (configuration not stated) | -14 | 1 | . | -11 | -2 | -13 | -2 | -1 |
| Cc1cc(/C=C(/C#N)c2nc3ccccc3[nH]2)c(C)n1-c1cc(C(=O)O)cc(C(=O)O)c1 | -23 | 26 | 0 | 2 | -14 | 3 | -29 | -1 |
| Cc1ccsc1C(=O)OCc1csc(-c2ccccc2)n1 | 9 | 21 | -80 | 7 | -11 | 18 | 6 | -2 |
| CC(C)Oc1ccc(C2CC(=O)NC3=C2C(=O)CCC3)cc1 (configuration not stated) | 5 | 7 | 1 | 6 | -2 | -3 | 4 | -2 |
| C=C(C)Cn1c(NCCOC)nc2c1c(=O)[nH]c(=O)n2C | 3 | 3 | -1 | -2 | 1 | -9 | -1 | -3 |
| Cc1cc(C)c2nc(N3CCCC3)c(C#N)cc2c1 | 8 | 1 | -3 | -1 | -5 | -7 | -1 | -3 |
| Cc1cc(NC(=O)CSc2nc(-c3ccc(Br)cc3)nc3c2c(=O)n(C)c(=O)n3C)no1 | 24 | 8 | 6 | 15 | 11 | 18 | 8 | -3 |
| O=C(CNCc1ccccn1)N1CCc2ccccc2C1 | -21 | -2 | 0 | 9 | -8 | 1 | -13 | -4 |
| CCOc1ccc(N(CC(=O)Nc2cccnc2)S(C)(=O)=O)cc1 | 3 | 5 | -7 | 5 | -5 | -7 | -6 | -2 |
| CCOc1ccc2[nH]c(=O)c(C(c3nnnn3Cc3ccco3)N3CCN(C)CC3)cc2c1 (configuration not stated) | 8 | -9 | 13 | -1 | 5 | -9 | -2 | 1 |
| COc1ccc(CCNC(=O)c2c(C)nn(CC(C)C)c2Cl)cc1 | 6 | -4 | -14 | 12 | -5 | -4 | -6 | -3 |
| Cc1ccccc1C(=O)N1CCC(C(=O)NN2C(=O)NC3(CCCCC3)C2=O)CC1 | 29 | -1 | -7 | 7 | 10 | -9 | -1 | 0 |
| Cc1occc1C(=O)Nc1nnc(-c2ccncc2)s1 | -49 | 9 | -10 | -2 | 1 | -5 | 4 | 0 |
| Cc1nn(CC(=O)NCc2ccccc2)c(C)c1[N+](=O)[O-] | 12 | -12 | 6 | -16 | -6 | -10 | 5 | -4 |
| Cc1cc(N)n(-c2ccc(Oc3ccccc3)c(S(=O)(=O)O)c2)n1 | -19 | 5 | 8 | 5 | 0 | 1 | -8 | -4 |
| O=C(O)CN(C1CCCCC1)S(=O)(=O)c1ccc(F)cc1 | 16 | 13 | -4 | 2 | 9 | -2 | 15 | -4 |

Next section.
| SMILES | APJ antag | ATG4B inhibitor | Gli-Sufu antag | CCR6 antagonist | CXCR6 block | EBI2 block | UBC13 polyUb | APJ ag |
| --- | --- | --- | --- | --- | --- | --- | --- | --- |
| Cc1ccc(S(=O)(=O)N(CC2CO2)c2ccccc2[N+](=O)[O-])cc1 (configuration not stated) | 10 | 6 | 2 | -2 | -3 | -9 | -1 | -2 |
| Cc1ccc(Cl)cc1N1CCN(S(=O)(=O)c2cnc[nH]2)CC1 | -2 | 4 | -22 | 3 | 2 | 1 | -9 | 0 |
| Nc1ccc(-c2ccc(N)c([N+](=O)[O-])c2)cc1[N+](=O)[O-] | 25 | 0 | -11 | 35 | 28 | 1 | -88 | -5 |
| Cc1cc(C)nc(/N=C(\N)Nc2ccc(C)c([N+](=O)[O-])c2)n1 | 16 | -10 | 10 | 7 | 3 | 0 | -3 | -2 |
| CC(OC(=O)C1CCN(S(=O)(=O)c2ccc(F)cc2)CC1)C(=O)NC1CCCCC1C (configuration not stated) | 6 | -7 | 5 | 5 | 6 | 5 | 0 | -3 |
| CS(=O)(=O)N(CC(=O)NCc1ccco1)c1cccc([N+](=O)[O-])c1 | 2 | 0 | -9 | 5 | -2 | 2 | 6 | -1 |
| Cc1nccc(-c2cccc(N/N=C(\C#N)C(=O)c3ccccc3)c2)n1 | 7 | -8 | 12 | 17 | 8 | 3 | 5 | -1 |
| O=C(N/N=C/c1ccc([N+](=O)[O-])o1)c1cccc(S(=O)(=O)N2CCOCC2)c1 | -55 | 2 | -9 | -14 | -7 | -16 | -4 | 10 |
| COc1cccc(CNCCNC(=O)c2nonc2N)c1 | 12 | 9 | -3 | -4 | -7 | -5 | 5 | -3 |

Screening results as filed in PubChem.
